Bfl-1 Bim block: inhibitors of Bim-Bfl-1 interaction, human; Bead-based flow cytometry, Bim-Bfl-1 binding inhibition; inhibition, % at 10 µM; actives 0.12% (n = 190,000); AID 1008;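 further: 0% = wells without compound plus tracer and 100% = blocker peptide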
Bcl-W Bim block: disrupts Bim peptide binding to human Bcl-W. Q92843. bead-based flow cytometry. inhibition, % at 10 µM. actives 0.02% (n = 190,000). AID 952;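 further: 0% = bound tracer without compound and 100% = peptide blocker; higher means less fluorescent Bim peptide bound to Bcl-W beads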
Bim-Bcl-2: disrupts Bim peptide binding to human Bcl-2. P10415. Bead-based flow cytometry, Bim peptide-Bcl-2 binding. inhibition, % at 10 µM. actives 0.06% (n = 190,000); in the data active means inhibition above about 40%; inconclusive means no clear call, values can overlap the other calls;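 further: 0% = no compound wells with probe peptide and 100% = reference peptide inhibitor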
Target sequence (P10415 whole entry, looked up): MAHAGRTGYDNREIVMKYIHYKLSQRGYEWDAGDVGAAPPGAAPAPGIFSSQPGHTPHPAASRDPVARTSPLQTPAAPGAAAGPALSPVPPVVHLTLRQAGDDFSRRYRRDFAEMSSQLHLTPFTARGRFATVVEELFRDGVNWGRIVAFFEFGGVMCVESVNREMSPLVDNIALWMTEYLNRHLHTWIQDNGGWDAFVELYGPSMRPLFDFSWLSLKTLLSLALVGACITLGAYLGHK
Mcl1 Bid PPI: Mcl-1/Bid interaction inhibition; AID 1021; inhibition, % at 21.7 µM; TR-FRET Mcl-1/Bid-Dy647 peptide binding, 1536-well; actives 0.97% (n = 220,000);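 active means compounds that cut the binding signal by more than half at the single screening dose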;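 further: His-tagged Mcl-1 with europium anti-His antibody binding Bid BH3 peptide; 0% = Mcl-1 plus peptide wells and 100% = peptide-only wells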
Target sequence (Q07820 whole entry, looked up): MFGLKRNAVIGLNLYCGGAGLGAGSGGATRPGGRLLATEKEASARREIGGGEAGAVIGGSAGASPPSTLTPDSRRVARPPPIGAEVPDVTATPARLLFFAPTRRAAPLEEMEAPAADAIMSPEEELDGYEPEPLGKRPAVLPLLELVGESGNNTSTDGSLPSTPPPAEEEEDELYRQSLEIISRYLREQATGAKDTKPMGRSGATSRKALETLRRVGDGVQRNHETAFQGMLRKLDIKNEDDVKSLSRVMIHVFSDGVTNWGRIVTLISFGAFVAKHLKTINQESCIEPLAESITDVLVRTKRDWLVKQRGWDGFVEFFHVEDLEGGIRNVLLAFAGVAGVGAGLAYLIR
Mcl-1 Bim block: disrupts Bim peptide binding to human Mcl-1; Q07820; Bead-based flow cytometry, Bim peptide-Mcl-1 binding; inhibition, % at 10 µM; actives 0.1% (n = 190,000); AID 1009;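 further: 0% = no compound tracer wells and 100% = peptide blocker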
Mcl1 Noxa PPI: Mcl-1/Noxa interaction inhibition; Q07820; TR-FRET Mcl-1/Noxa peptide binding, 2 h; inhibition, % at 21.7 µM; actives 1.5% (n = 220,000); AID 1022;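 active means compounds that cut the protein-peptide binding signal by more than 50% relative to plate controls in a single-dose test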;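 further: His-tagged Mcl-1 with rhodamine Noxa BH3 peptide and terbium anti-His antibody; 0% = Mcl-1 plus Noxa peptide wells and 100% = peptide-only wells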
Bcl-B Bim block: human Bim-Bcl-B interaction inhibition; Q9HD36; bead-based flow cytometry, Bim peptide-Bcl-B binding; inhibition, % at 10 µM; actives 0.073% (n = 190,000); AID 951;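 further: 0% = tracer peptide without compound and 100% = reference inhibitor peptide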
Target sequence (Q9HD36 whole entry, looked up): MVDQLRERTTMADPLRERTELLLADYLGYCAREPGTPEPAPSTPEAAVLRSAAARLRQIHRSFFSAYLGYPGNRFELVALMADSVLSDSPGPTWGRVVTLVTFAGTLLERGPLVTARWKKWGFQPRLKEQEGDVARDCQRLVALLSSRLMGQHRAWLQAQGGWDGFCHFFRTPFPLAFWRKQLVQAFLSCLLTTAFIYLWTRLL
RGS4-Gao reg: modulates binding of RGS4 to human Galphao; Multiplexed bead flow cytometry; actives lie on both sides; binding response (% of control), % at 10 µM; actives 0.33% (n = 220,000); AID 1415; in the data active means binding response below about 49% or above about 150%; inactive means in between;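 further: fluorescent Galphao activated with aluminum fluoride binding bead-coupled RGS4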
RGS8-Gao reg: human RGS8-Galphao interaction regulation; P09471; multiplexed bead flow cytometry, RGS8-Galphao binding; actives lie on both sides; response (percent of control binding), % at 10 µM; actives 0.34% (n = 220,000); in the data active means response below about 60% or above about 140%; inactive means in between;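 further: Galphao activated as the GDP aluminium fluoride complex binding bead-coupled RGS8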
RGS7-Gao reg: regulators of human RGS7-Galphao interaction. P09471. Multiplexed bead flow cytometry, RGS7-Galphao binding; actives lie on both sides. binding response (% of control), % at 10 µM. actives 0.35% (n = 220,000); in the data active means binding response below about 49% or above about 150%; inconclusive means no clear call, values can overlap the other calls; inactive means in between;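 further: fluorescent Galphao held in activated GDP-AlF4 state binding bead-coupled RGS7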
Bcl-XL Bim block: disrupts Bim peptide binding to human Bcl-XL. AID 1007. actives 0.04% (n = 190,000). inhibition, % at 10 µM. Q07817. bead flow cytometry, fluorescence
Target sequence (Q07817 whole entry, looked up): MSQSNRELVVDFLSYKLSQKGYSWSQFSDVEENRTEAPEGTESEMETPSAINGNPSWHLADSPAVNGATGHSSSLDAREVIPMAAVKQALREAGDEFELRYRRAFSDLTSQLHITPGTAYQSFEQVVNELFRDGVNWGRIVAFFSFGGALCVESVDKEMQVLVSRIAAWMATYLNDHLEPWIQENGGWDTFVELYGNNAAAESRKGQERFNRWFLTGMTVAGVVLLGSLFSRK
* = called active by the depositor; u = inconclusive; x = not tested or not shown. Unless noted, no stated cut-off is given here; in the data, active means inhibition above about 40%.

Start of the listing, in advance (3 entries):
SMILES	Bfl-1 Bim block	Bcl-W Bim block	Bim-Bcl-2	Mcl1 Bid PPI	Mcl-1 Bim block	Mcl1 Noxa PPI	Bcl-B Bim block	RGS4-Gao reg	RGS8-Gao reg	RGS7-Gao reg	Bcl-XL Bim block
Cc1ccc2[nH]c3c(=O)n(CCc4cnc[nH]4)cnc3c2c1	-3.0	0.0	-3.0	-8.8	-1.0	1.9	-2.0	101.9	106.5	105.3	-3.0
O=C(/C=C\Nc1ccc(Cl)cn1)c1ccc(Br)cc1	9.0	3.0	2.0	-9.9	-1.0	7.5	5.0	100.3	99.6	103.0	3.0
CC(Oc1ccc(Cl)cc1Cl)C(=O)NC1=NN(c2ccccc2)C(=O)C1 (centres undefined)	-13.0	0.0	-9.0	25.8	0.0	21.8	-8.0	100.7	99.5	94.0	-3.0

Results, from the first entry:
SMILES	Bfl-1 Bim block	Bcl-W Bim block	Bim-Bcl-2	Mcl1 Bid PPI	Mcl-1 Bim block	Mcl1 Noxa PPI	Bcl-B Bim block	RGS4-Gao reg	RGS8-Gao reg	RGS7-Gao reg	Bcl-XL Bim block
Cc1ccc2[nH]c3c(=O)n(CCc4cnc[nH]4)cnc3c2c1	-3.0	0.0	-3.0	-8.8	-1.0	1.9	-2.0	101.9	106.5	105.3	-3.0
O=C(/C=C\Nc1ccc(Cl)cn1)c1ccc(Br)cc1	9.0	3.0	2.0	-9.9	-1.0	7.5	5.0	100.3	99.6	103.0	3.0
CC(Oc1ccc(Cl)cc1Cl)C(=O)NC1=NN(c2ccccc2)C(=O)C1 (centres undefined)	-13.0	0.0	-9.0	25.8	0.0	21.8	-8.0	100.7	99.5	94.0	-3.0
COc1ccccc1N1CCN(C(=O)c2ccc(Cn3c(=O)[nH]c4ccsc4c3=O)cc2)CC1	x	x	x	-27.4	x	-4.3	x	102.0	102.8	u	x
N#Cc1ccc(OCC(=O)N/N=C(\CCC(=O)O)c2cccs2)cc1	0.0	0.0	4.0	0.2	3.0	7.3	0.0	98.7	102.6	101.4	3.0
Cc1[nH]nc(SCC(=O)NC2CCCC2)c1[N+](=O)[O-]	-4.0	1.0	0.0	-9.1	-1.0	5.8	-5.0	102.8	102.8	106.8	0.0
O=S(=O)(Nc1ccc(Cl)cn1)c1ccccc1	-5.0	-1.0	-6.0	12.0	-6.0	12.2	-3.0	106.3	102.8	107.7	-2.0
CCOC(=O)C(NC(C)=O)(N1CCOCC1)C(F)(F)F (centres undefined)	-3.0	0.0	-2.0	4.9	-2.0	16.8	-1.0	99.4	101.5	97.2	-2.0
O=C(Nc1ccc2c(c1)OCCO2)C1CCCN(S(=O)(=O)c2cccs2)C1 (centres undefined)	-9.0	1.0	-6.0	-11.8	-4.0	-8.8	-11.0	101.6	105.0	102.6	-1.0
Cc1ccc(C(=O)Nc2cccc(-c3cn4ccccc4n3)c2)cc1	-6.0	-1.0	-3.0	-27.6	-1.0	17.1	-4.0	99.9	98.4	97.0	0.0
Cc1cc(N/N=C/c2cccc(Cl)c2)nc(NCc2ccccc2)n1	-6.0	-2.0	-5.0	-3.9	-3.0	8.9	-8.0	97.6	103.8	100.1	-6.0
O=C1OCCN1C(=O)[C@H]1[C@H](c2ccc([N+](=O)[O-])cc2)C(c2cccc(Cl)c2)=NN1c1ccccc1	6.0	3.0	0.0	-1.5	2.0	7.2	-7.0	98.3	92.6	96.5	0.0
CCOC(=O)Cc1nnc(NC(=O)c2ncn[nH]2)s1	-1.0	-2.0	-2.0	-46.3	-4.0	-28.1	-2.0	96.6	95.7	95.0	-2.0
COc1ccc(C2C(C#N)=C(N)N(c3cccnc3)C3=C2C(=O)CC(C)(C)C3)cc1OC (centres undefined)	1.0	-3.0	0.0	2.9	0.0	16.7	-4.0	99.7	84.6	101.4	-2.0
CCCCn1c(CNC(=O)C(C)(C)C)nc2ccccc21	-6.0	1.0	-5.0	13.8	0.0	-6.5	-3.0	106.2	103.1	100.4	-5.0
CN(Cc1cnccn1)C(=O)CC1C(=O)NCCN1Cc1cccc(Oc2ccccc2)c1 (centres undefined)	-4.0	7.0	3.0	-51.7	14.0	-2.8	-3.0	99.2	100.8	100.1	0.0
CC(=O)C1(O)C(C)CC2C3CCC4CC(O)CCC4(C)C3=CCC21C (centres undefined)	-10.0	3.0	-8.0	-73.7	3.0	-0.5	-3.0	100.5	100.3	100.0	-6.0
O=C1c2ccccc2NC2(CCCC2)N1O	-13.0	-5.0	-9.0	6.8	-4.0	10.4	-8.0	102.8	103.2	101.4	-5.0
O=C(COc1ccc(Cl)cc1)NCc1nnc(SCC(=O)N2CCCc3ccccc32)o1	0.0	1.0	-1.0	-13.6	2.0	-3.2	1.0	94.2	97.3	94.8	0.0
COc1cc(OC)cc(C(=O)N2CCN(C(=O)c3ccc(OC)c(OC)c3)CC2)c1	-6.0	2.0	-8.0	-14.9	-3.0	-21.0	-5.0	102.0	99.1	101.4	-10.0
CN(/N=C/c1ccc(O)cc1O)c1nc(-c2ccccc2)cc(-c2ccccc2)n1	13.0	14.0	8.0	-6.2	10.0	-0.6	10.0	109.7	104.7	101.8	16.0
CC(C)CC(=O)NC(=S)Nc1ccc(N2CCCC2)c(Cl)c1	x	x	x	-34.8	x	4.1	x	88.1	96.6	u	x
Cc1ccc(NC(=S)N(C)Cc2cn(C)c3ccccc23)cc1	0.0	-2.0	0.0	-80.1	-5.0	10.9	-6.0	102.2	98.8	98.5	-4.0
CCSc1nnc(C)c(=O)n1COC(=O)c1ccc(S(=O)(=O)N2CCCC2)cc1	-7.0	-4.0	-5.0	-8.5	-3.0	-0.2	-3.0	98.8	99.7	99.2	-5.0
COc1ccccc1NCCC(=O)OCC(=O)NCc1ccco1	-7.0	1.0	-3.0	-42.5	0.0	64.3*	-3.0	96.2	102.6	90.0	-4.0

Quoted at random: 4 entries already listed, in no set order.
SMILES	Bfl-1 Bim block	Bcl-W Bim block	Bim-Bcl-2	Mcl1 Bid PPI	Mcl-1 Bim block	Mcl1 Noxa PPI	Bcl-B Bim block	RGS4-Gao reg	RGS8-Gao reg	RGS7-Gao reg	Bcl-XL Bim block
O=C1c2ccccc2NC2(CCCC2)N1O	-13.0	-5.0	-9.0	6.8	-4.0	10.4	-8.0	102.8	103.2	101.4	-5.0
COc1ccccc1NCCC(=O)OCC(=O)NCc1ccco1	-7.0	1.0	-3.0	-42.5	0.0	64.3*	-3.0	96.2	102.6	90.0	-4.0
CCSc1nnc(C)c(=O)n1COC(=O)c1ccc(S(=O)(=O)N2CCCC2)cc1	-7.0	-4.0	-5.0	-8.5	-3.0	-0.2	-3.0	98.8	99.7	99.2	-5.0
O=C(COc1ccc(Cl)cc1)NCc1nnc(SCC(=O)N2CCCc3ccccc32)o1	0.0	1.0	-1.0	-13.6	2.0	-3.2	1.0	94.2	97.3	94.8	0.0

Carrying on:
SMILES	Bfl-1 Bim block	Bcl-W Bim block	Bim-Bcl-2	Mcl1 Bid PPI	Mcl-1 Bim block	Mcl1 Noxa PPI	Bcl-B Bim block	RGS4-Gao reg	RGS8-Gao reg	RGS7-Gao reg	Bcl-XL Bim block
Cc1onc(-c2c(F)cccc2Cl)c1C(=O)OCC(=O)NCc1ccco1	-2.0	-1.0	-4.0	-23.4	-4.0	17.3	-2.0	96.3	99.8	93.7	-1.0
Cc1ccc(NC(=O)c2cc(S(=O)(=O)NCCC3=CCCCC3)ccc2F)cc1F	10.0	5.0	6.0	-4.0	68.0*	10.4	9.0	97.3	100.2	95.9	9.0
COc1ccc(Br)cc1CNC(=O)C1CCN(C(=O)N(C)C)CC1	-4.0	-5.0	-2.0	-11.2	-2.0	1.8	-3.0	102.4	100.4	100.6	-2.0
Cc1ccc2nc(SCC(=O)NCc3cccs3)[nH]c2c1	-4.0	0.0	0.0	-20.0	-2.0	10.4	-5.0	100.3	101.8	u	0.0
CC(=O)NS(=O)(=O)c1ccc(NC(=O)c2ccc(Br)o2)cc1	1.0	0.0	0.0	-13.9	-2.0	7.2	-1.0	102.7	102.8	98.7	0.0
NC(N)=Nc1nc(-c2ccccc2)c2ccccc2n1	-3.0	3.0	0.0	-2.6	-1.0	22.3	-2.0	104.9	104.8	108.6	-1.0
N#Cc1ccc(Oc2nc(C#N)cc(-c3ccccc3)n2)cc1	-1.0	-5.0	0.0	-8.8	-1.0	13.6	-4.0	101.1	100.5	102.1	-5.0
CC1CC(C)(C)CC2(C1)NC(=O)N(CC(=O)NCCc1c[nH]c3ccccc13)C2=O (centres undefined)	0.0	4.0	-1.0	-49.3	4.0	10.0	7.0	104.4	100.6	100.2	6.0
Cc1cc(C)cc(OCC(=O)OC/C(O)=C(\C#N)c2nc3ccccc3[nH]2)c1	-1.0	-1.0	0.0	-25.0	-1.0	20.4	-5.0	98.5	100.0	95.9	-6.0
O=C(CN1CCOCC1)Nc1ccc(NC(=O)CN2CCOCC2)c(Cl)c1	-17.0	0.0	-8.0	3.0	-2.0	12.8	-2.0	99.4	100.1	98.8	-5.0
Cc1cc(=O)oc2cc(OC(C)C)ccc12	-17.0	3.0	-10.0	9.0	-1.0	-2.5	-7.0	101.2	97.9	99.2	-9.0
Cc1cccc(NC(=O)CN(C)S(=O)(=O)c2ccc(Cl)cc2)n1	-10.0	3.0	-7.0	-21.4	-3.0	13.1	-6.0	106.7	77.3	69.2	-4.0
COC(=O)c1c(NC(=O)CC2NCCNC2=O)sc2c1CCCC2 (centres undefined)	-15.0	0.0	-13.0	-11.6	0.0	7.2	-7.0	100.6	99.1	99.9	-5.0
CCN(CC)CCN(Cc1cc2cc(C)cc(C)c2[nH]c1=O)C(=S)NCc1ccco1	1.0	-3.0	-2.0	-68.4	-6.0	-0.9	-4.0	101.2	101.0	101.3	-4.0
CSc1ccc(CNc2ccccc2)cc1	-16.0	-2.0	-6.0	-31.8	-3.0	-6.8	-7.0	99.6	102.9	100.0	-8.0
O=C1C2C3c4ccccc4C(c4ccccc43)[C@@H]2C(=O)N1c1cccnc1 (some centres undefined)	-6.0	-11.0	-3.0	8.1	-6.0	2.7	-4.0	105.6	99.0	104.2	-3.0
O=C(N/N=C/c1cccc([N+](=O)[O-])c1)c1cnccn1	-10.0	-2.0	0.0	-15.9	1.0	14.6	-2.0	100.3	104.8	101.8	-1.0
CCc1ccc(NC(=O)c2noc3c2CCC3)cc1	0.0	-2.0	-3.0	6.5	-1.0	40.7	-3.0	79.4	92.3	87.8	-1.0
CSc1ccc(CNc2ccc(C)c(C)c2)cc1	-19.0	-3.0	-6.0	12.2	-2.0	11.1	-11.0	103.6	101.7	101.8	-10.0
O=C(CN1CCCCC1)Nc1cccc(Br)c1	-15.0	-5.0	-12.0	-3.6	-5.0	x	-13.0	90.2	98.8	98.2	-17.0
C=CCNC(=S)N/N=C/c1ccc(-c2cccc([N+](=O)[O-])c2)o1	5.0	-2.0	2.0	-23.9	0.0	2.8	-3.0	86.4	93.2	80.7	0.0
O=C(COc1ccccc1Cl)NCc1ccco1	-2.0	0.0	-1.0	-12.9	-2.0	-4.4	1.0	91.8	91.9	90.5	0.0

Bioassay records: PubChem BioAssay, several laboratories
